Screening results: PubChem BioAssay, several laboratories
aSyn UTR inh – MLPCN primary screen, SNCA 5' untranslated region; inhibition, % (tested at 7.5 µM); alpha-synuclein 5'UTR reporter, inhibitor activity; 300,000 tested, 0.82% active; in the data active = inhibition above about 60%; inconclusive = no clear call, values can overlap the other calls;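 also: H4 neuroglioblastoma cells stably carrying SNCA 5'UTR luciferase fusion; 0% = DMSO wells and 100% = positive control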
HSP90 inh – inhibitors of HSP90 luciferase refolding in rabbit reticulocyte lysate. luciferase refolding luminescence, 3 h. inhibition, % at 5.6 µM. 290,000 tested, 0.91% active;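 active = inhibition above the screen-wide mean plus 3 SD, computed separately per campaign, cut at about 16% in these data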;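 also: 0% = DMSO wells and 100% = 60 µM geldanamycin wells; inhibitors lower the luminescence because luciferase stays unfolded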
KLF5 inhibitor – suppresses KLF5 promoter-driven expression | AID 1700 | 290,000 tested, 0.23% active | DLD-1 KLF5 promoter-luciferase reporter, luminescence | inhibition, % at 5 µM;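 active = inhibition above a per-plate limit of that plate's mean compound inhibition plus 3 SD, cut at about 60% in these data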;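 also: 0% = DMSO wells and 100% = LY294002 at 200 µM; higher means less KLF5 promoter-driven luciferase light; inactives centre near -14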
PolyA inhibitor – yeast polyadenylation inhibition; S. cerevisiae SKY197-pL101 polyadenylation reporter, beta-gal luminescence; efflux-impaired pdr1/pdr3 knockout yeast; score 100 = 6 SD above DMSO; calls only at 12 µM; 300,000 tested, 0.02% active;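 active = lowest replicate activity score at least 50, where 100 means six control SD above control mean; inconclusive = lowest score under 50 but half or more replicates reach 50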;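 also: yeast exposed to compound for 9 h at 30 °C; higher score means more reporter readthrough which indicates perturbed polyadenylation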
IEC-6 tox – counter-screen for KLF5 inhibitors: cytotoxicity in IEC-6 cells; AID 1825; IEC-6 cytotoxicity, luminescence viability; 290,000 tested, 0.78% active; inhibition, % at 5 µM; in the data active = inhibition above about 22%;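 also: 0% = plate median of test compound wells and 100% = cytotoxic reference compound wells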
HSF1 activator – increases HSF-1 driven luciferase reporter signal. NIH3T3-HGL HSF-1 luciferase reporter, MG132, 8 h; 100% = twice DMSO control signal. activation, % at 9 µM. 300,000 tested, 1.7% active;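 active = mean replicate activation of at least 50% with a set share of replicates each reaching 50%; inconclusive = only one of those two conditions met; inactive = mean below 50% and too few replicates reaching it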;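 also: 0% = median of the neutral control wells and 100% = twice that signal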
HSF1 inhib – HSF1 inhibition | NIH3T3-HGL HSE-luciferase, MG132-induced, luminescence 8 h; hits give low values | activity change, negative = inhibition, % at 7.5 µM (by protocol) | 300,000 tested, 0.77% active | AID 2098;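 active = more than half of replicate wells show activity change below -50%, luminescence cut by over half; inconclusive = some wells, but at most half, below -50%; inactive = no replicate well below -50%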;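 also: luciferase reports HSF-1 transcriptional activity via heat shock element; 0% = median of DMSO wells and -100% = zero luminescence signal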
GSK3A inh – inhibitors of human GSK-3 alpha kinase | ADP-Glo luminescence, 60 min | inhibition, % at 10 µM | 320,000 tested, 0.1% active | AID 2650;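 in the data active = inhibition above about 50%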;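 also: GST-tagged GSK-3 alpha with peptide substrate and 25 µM ATP; 0% = DMSO neutral wells and 100% = GW8510 positive control wells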
Target sequence (P49840 whole entry, looked up): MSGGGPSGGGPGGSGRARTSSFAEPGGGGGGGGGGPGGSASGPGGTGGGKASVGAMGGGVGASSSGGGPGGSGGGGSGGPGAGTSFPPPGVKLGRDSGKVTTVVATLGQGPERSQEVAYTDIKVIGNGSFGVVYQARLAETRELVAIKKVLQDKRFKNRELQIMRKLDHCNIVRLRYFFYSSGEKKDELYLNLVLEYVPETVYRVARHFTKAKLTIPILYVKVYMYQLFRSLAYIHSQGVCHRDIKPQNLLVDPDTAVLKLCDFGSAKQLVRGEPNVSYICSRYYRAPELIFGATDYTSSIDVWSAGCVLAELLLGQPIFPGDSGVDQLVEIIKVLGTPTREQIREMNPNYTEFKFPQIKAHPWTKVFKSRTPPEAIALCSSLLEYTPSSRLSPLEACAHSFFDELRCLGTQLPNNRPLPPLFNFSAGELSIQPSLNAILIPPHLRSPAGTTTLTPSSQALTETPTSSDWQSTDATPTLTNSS
AI-2 QS modul – Vibrio harveyi AI-2 quorum sensing modulation; 300,000 tested, 0.4% active; activity change, % at 7.5 µM; Vibrio harveyi JMH597 AI-2 luminescence/OD600 ratio, 9 h; hits give low values; strain lacks LuxN and CqsS sensors; 0 = neutral-control median; AID 2094; in the data active = activity change below about -75%, passing the limit was not always enough; inconclusive = no clear call, values can overlap the other calls;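 also: luminescence divided by OD600 gain over 9 h not by final OD600 alone; inactives centre near 13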
GSK3B inh – blocks human GSK3beta kinase activity. P49841. GST-GSK3beta kinase, ADP-Glo luminescence, 60 min; hits give low values. activity score (negative = inhibition), % at 10 µM. 300,000 tested, 0.038% active. AID 2097;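 active = more than half of replicate wells score below -50%, meaning over 50% inhibition versus plate controls; inconclusive = some replicates but at most half score below -50%; inactive = no replicate scores below -50%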;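 also: 0% = median DMSO wells and -100% = median GW8510 positive control wells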
Target sequence (P49841 whole entry, looked up): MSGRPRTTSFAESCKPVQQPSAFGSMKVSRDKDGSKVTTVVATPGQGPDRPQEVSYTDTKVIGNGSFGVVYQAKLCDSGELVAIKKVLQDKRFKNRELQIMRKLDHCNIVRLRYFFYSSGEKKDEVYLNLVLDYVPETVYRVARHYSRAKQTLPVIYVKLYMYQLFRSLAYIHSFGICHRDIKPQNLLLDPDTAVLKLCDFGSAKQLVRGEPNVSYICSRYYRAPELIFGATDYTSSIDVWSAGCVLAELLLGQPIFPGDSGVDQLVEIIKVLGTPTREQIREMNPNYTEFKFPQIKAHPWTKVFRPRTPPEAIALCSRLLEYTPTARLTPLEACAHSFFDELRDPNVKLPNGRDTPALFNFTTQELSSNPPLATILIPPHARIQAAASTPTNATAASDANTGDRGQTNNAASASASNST
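Assay system: GST-tagged human GSK3beta kinase, cell-free; Input: 1.6 ng GSK3beta; Medium: Tris/MgCl2 kinase buffer; Timing: 60 min enzyme reaction, room temperature; Signal: ADP-Glo luminescence quantifying ADP generated by kinase; Evaluation: score relative to plate controls; Benchmarks: DMSO neutral wells and GW8510 at 20 µM as positive.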
Starred values were filed as active, the others as inactive; i = inactive; ? = inconclusive; . = not tested or not shown.

| canonical_smiles | aSyn UTR inh | HSP90 inh | KLF5 inhibitor | PolyA inhibitor | IEC-6 tox | HSF1 activator | HSF1 inhib | GSK3A inh | AI-2 QS modul | GSK3B inh |
| --- | --- | --- | --- | --- | --- | --- | --- | --- | --- | --- |
| O=C(NN1C(=O)C2C3C=CC(C3)C2C1=O)c1cccc(Cl)c1 (stereo unspecified) | 12.6 | 2.5 | -2.4 | i | 3.2 | -7.6 | -3.9 | -5.1 | -6.3 | -0.7 |
| O=C(/C=C/Nc1ccc(F)cc1Br)c1ccccc1 | 69.7* | 18.8* | -103.4 | i | 7.2 | -70.8 | -66.1* | -0.7 | 27.8 | 5.0 |
| COc1cccc(NC(=O)N2CCCC2C(=O)NC23CC4CC(CC(C4)C2)C3)c1 (stereo unspecified) | -1.3 | -2.9 | 2.9 | i | 6.1 | 9.0 | -1.5 | 5.1 | 95.5 | 1.7 |
| CCN(C(=O)COC(=O)c1cccnc1Nc1ccccc1F)C1CCS(=O)(=O)C1 (stereo unspecified) | -25.2 | 0.3 | -34.6 | i | 1.9 | 45.4 | 27.6 | -1.1 | 24.1 | -2.6 |
| COC(=O)c1sc(NC(=O)c2ccc(OC)cc2OC)nc1C | 101.5* | 36.3* | 24.3 | i | 8.2 | -40.9 | -40.1 | . | 23.1 | 2.0 |
| O=C1CC(c2ccccc2)CC(=NCCO)/C1=C(\O)CCCN1C(=O)c2ccccc2C1=O (stereo unspecified) | -6.9 | 7.1 | -6.8 | i | 4.7 | -1.4 | 2.1 | 0.0 | 18.9 | 2.6 |
| Cc1ccc2oc(C(=O)N3CCN(c4cccc(C)n4)CC3)c(C)c2c1 | -21.7 | -2.0 | -32.0 | i | -5.2 | 10.2 | 21.9 | -1.4 | 5.8 | 1.7 |
| O=C(Nc1ccc(Cl)cc1)Nc1nnc(Cc2ccc([N+](=O)[O-])cc2)s1 | 2.5 | -3.0 | -10.4 | i | -1.4 | 17.1 | -3.1 | 1.4 | 9.3 | 1.4 |
| O=C1NC(CCc2ccccc2)C(=O)N1Cc1ccccc1Cl (stereo unspecified) | -3.6 | 1.7 | -8.0 | i | -0.3 | . | . | . | 4.2 | -1.7 |
| O=C(NCCc1ccccc1)C(=O)NCC1OCCN1S(=O)(=O)c1cc(F)ccc1F (stereo unspecified) | 13.6 | 2.0 | 13.9 | i | -3.0 | -0.3 | -2.3 | 0.7 | 16.8 | -0.2 |
| COc1ccc(S(=O)(=O)Nc2nc3ccccc3nc2NCC2CCCO2)cc1 (stereo unspecified) | 28.8 | -2.7 | 0.0 | i | -4.9 | 17.7 | 0.7 | 3.1 | -4.3 | -2.2 |
| O=C(Nc1nnc(SCc2ccccc2F)s1)C1=COCCO1 | -117.2 | 4.2 | -98.6 | i | 6.9 | 24.0 | 17.6 | -0.3 | 24.9 | 0.2 |
| CCOC(=O)C(Sc1nnc(-c2ccncc2)o1)C(C)=O (stereo unspecified) | -29.0 | -4.8 | -24.4 | i | 4.3 | 25.3 | 2.4 | 2.0 | 34.9 | -2.7 |
| O=C(NCCCN1CCC(Cc2ccccc2)CC1)C1CCN(S(=O)(=O)N2CCC3(CC2)OCCO3)CC1 | -6.7 | 0.5 | -20.3 | i | 2.3 | -1.5 | -6.4 | 1.0 | 9.3 | -6.3 |
| CC(C)C[C@H]1C(=O)N2CCC[C@H]2[C@]2(O)O[C@](NC(=O)[C@@H]3C=C4c5cccc6[nH]c(Br)c(c56)CC4N(C)C3)(C(C)C)C(=O)N12 (stereo partly specified) | 25.1 | 5.7 | -1.2 | i | 0.5 | 26.7 | 9.3 | 2.9 | 16.7 | 5.4 |
| O=C(NNC(=O)C1CC1)c1cc2cc3ccccc3nc2s1 | 7.5 | 1.3 | -12.4 | i | 1.9 | -6.1 | -3.7 | 11.4 | 17.7 | -25.8 |
| O=C(/C=C/c1ccccc1Cl)NC(=S)Nc1ccccc1C(=O)NC1CCCCC1 | -20.8 | -3.0 | -19.5 | i | -11.1 | 3.6 | -1.0 | -2.2 | 20.2 | 1.8 |
| O=C(Cc1ccc([N+](=O)[O-])cc1)NCc1ccccn1 | -17.9 | -0.3 | 2.9 | i | 4.0 | -4.6 | 6.1 | -2.6 | 26.4 | 4.5 |
| NC(=O)COc1ccc(-c2noc(COc3ccccc3[N+](=O)[O-])n2)cc1 | -83.8 | -4.2 | -64.9 | i | 1.6 | 10.7 | 2.2 | -1.1 | 9.1 | -1.3 |
| COc1ccc(C(=O)OCCN2CCOCC2)cc1OC | . | -1.3 | -25.5 | . | 1.3 | . | . | 15.4 | . | . |
| Cc1ccc(C)c(-c2[nH]ncc2CN2CCCC(CO)(Cc3ccccc3C)C2)c1 (stereo unspecified) | ? | 0.1 | -20.7 | i | 5.1 | -2.8 | -4.2 | -8.0 | 29.1 | 0.0 |
| COc1ccc(NC(=O)CSc2nnc(Cn3nnc4ccccc43)n2C)cc1 | . | 3.5 | 0.4 | . | 0.5 | . | . | -3.7 | . | . |
| NS(=O)(=O)c1ccc(NC(=O)c2ccc3c(c2)CCCC3)cc1 | -52.9 | -8.1 | -78.8 | i | 4.9 | 3.1 | -2.6 | -1.8 | 34.9 | -1.1 |
| Cn1c(N2CCCC2)nc2c1c(=O)n(Cc1ccc(Cl)cc1)c(=O)n2C | 45.4 | -0.5 | -26.5 | i | -0.8 | 8.1 | 1.2 | -3.9 | 4.5 | 0.8 |
| COc1ccc(Br)cc1CNC(=O)CCNC(=O)Cn1ccc2ccccc2c1=O | 19.5 | -2.9 | -16.7 | i | -2.9 | 1.1 | 8.2 | -1.5 | 42.8 | 0.0 |
| CCN(CC)CCCNC(=O)c1cn(CC)c2ccc(S(=O)(=O)N(C)C3CCCCC3)cc2c1=O | -16.1 | -3.2 | -1.5 | i | 3.8 | 12.3 | -3.1 | 0.8 | 9.0 | 1.1 |
| CCCN1CCN(C(=O)c2oc3ccccc3c2NC(=O)C2CC2)CC1 | -10.5 | -0.9 | 0.9 | i | -6.3 | -1.6 | -1.7 | -3.4 | 13.4 | 3.3 |
| O=C(O)c1ccc(CSc2n[nH]c(-c3ccco3)n2)cc1 | 15.3 | 5.5 | 0.2 | . | -6.8 | -5.3 | -6.6 | -0.8 | 14.0 | 2.6 |
| COc1ccc(-c2cc3cc(C(=O)O)ccn3c2C(=O)c2ccccc2)cc1 | -7.3 | -1.8 | -5.0 | i | -3.1 | 15.3 | -3.5 | -2.2 | 47.7 | 3.6 |
| COCCCNC1CS(=O)(=O)CC1O (stereo unspecified) | 15.9 | -4.0 | -17.2 | i | 0.2 | -3.7 | -4.1 | -2.9 | 36.2 | 1.1 |
| COc1ccc(NC(=O)CN2CCN(CC(=O)Nc3ccc(F)cc3)CC2)cc1Cl | 13.8 | -1.2 | -16.6 | i | -0.2 | 3.0 | -5.3 | 0.5 | -3.5 | 4.6 |
| Cc1ccc(NC(=S)N(Cc2cccs2)Cc2cc3cccc(C)c3[nH]c2=O)cc1 | 39.4 | 0.3 | -25.3 | i | 5.4 | ? | 18.8 | -0.3 | 1.6 | 2.8 |
| CC(C)(C)n1cnc2cc(NS(=O)(=O)c3ccc(Br)cc3)ccc21 | -4.6 | 5.5 | -19.1 | i | -2.4 | 25.8 | 12.6 | -0.8 | 17.7 | -2.8 |
| O=C1Nc2ccccc2C(O)(C(=O)NC2CC2)N1c1ccc(Cl)c(Cl)c1 (stereo unspecified) | -0.7 | 6.4 | 9.7 | i | 8.0 | 15.1 | 9.4 | -4.2 | 14.0 | -2.1 |
| CCOc1ccccc1NC(=O)C12CC3CC(C1)CC(c1ccc(C)cc1)(C3)C2 | 14.5 | 1.6 | -23.9 | i | -0.4 | -1.5 | 2.8 | -3.8 | 4.7 | 0.4 |
| CC(C)(C)c1ccc(C(=O)NCc2nnc(SCC(=O)N3CCCc4ccccc43)n2-c2ccccc2)cc1 | 19.4 | -2.1 | -4.1 | i | -1.0 | 10.8 | 4.1 | 3.9 | 22.2 | 2.5 |
| Cc1c(Cl)cccc1NC(=O)Nn1cnnc1 | 19.7 | -3.2 | -2.5 | i | -3.0 | 7.0 | -0.4 | -1.5 | 19.9 | -2.6 |
| COc1ccc(OC)c(CNC(=O)C2CCN(S(=O)(=O)N3CCC(C)CC3)CC2)c1 | 3.7 | -6.8 | -15.1 | i | 1.4 | -3.2 | 2.0 | -0.3 | 18.2 | -1.5 |
| COc1cc(C(=O)NC2=NCCS2)cc(OC)c1OC | -8.1 | 0.0 | -35.9 | i | -0.3 | -2.5 | -5.6 | -1.1 | 7.5 | 4.8 |
| C/C(CC(=O)Nc1ccc(Br)cc1)=N\NC(=O)c1cccc(O)c1 | 17.4 | -4.2 | -63.4 | i | 0.4 | 22.5 | 11.4 | 1.7 | 43.8 | 2.7 |
| CCOC(=O)c1cc2c(=O)n3ccccc3nc2n(C(C)C)c1=NC(=O)c1ccncc1 | 24.7 | -0.9 | -44.0 | i | -2.4 | 7.1 | -1.7 | -3.7 | 16.1 | -1.1 |
| NC(=O)c1nsc(C(=O)N(Cc2ccccc2F)C(C(=O)NCC2CCCO2)c2ccc(F)cc2)c1N (stereo unspecified) | 1.2 | 1.4 | -24.8 | i | 1.9 | 15.7 | 2.2 | -1.9 | -19.7 | -10.8 |
| CC(C)NS(=O)(=O)c1ccc(OCC(=O)NCCC2=CCCCC2)cc1 | 10.7 | 9.0 | -16.9 | i | -2.8 | 0.0 | -0.8 | -0.4 | 27.8 | -0.4 |
| COCc1[nH]nc2c1C(c1ccc(OC)cc1)C(C#N)=C(N)O2 (stereo unspecified) | 9.1 | -3.1 | -4.1 | i | -10.1 | -1.1 | 0.7 | 5.7 | 16.9 | 5.8 |
| CNC(=O)CN(C1CCCCC1)S(=O)(=O)c1ccc(F)cc1 | 17.2 | 2.6 | -8.4 | i | 3.6 | 3.4 | 4.2 | -2.1 | 1.5 | -0.3 |
| O=C(NNC(=O)C1CCCN(c2ncccn2)C1)c1ccncc1 (stereo unspecified) | -8.7 | 5.0 | -9.4 | i | 3.5 | -3.9 | 5.8 | 0.6 | 0.2 | 1.5 |
| O=C(Nc1cccc(Cl)c1)C1CCCN(S(=O)(=O)c2cnc[nH]2)C1 (stereo unspecified) | 15.0 | -1.5 | 2.2 | i | -1.3 | -11.2 | -2.9 | 3.3 | 19.0 | -2.1 |
| Cc1ccccc1-c1nsc(SCC(=O)c2ccc(Cl)cc2)n1 | -1.3 | 0.6 | -27.4 | i | 4.7 | 42.4 | 11.7 | 1.3 | 7.5 | 1.0 |

The list is partial, so the mix of outcomes need not match the whole.
